# aSyn yeast rescue: inhibitors of alpha-synuclein toxicity in yeast | S. cerevisiae alpha-synuclein toxicity rescue, BacTiter-Glo growth, 24 h | Potency, µM (doses to about 46.1 µM), for the others: at the highest dose growth rescue (activation), usual class: activators | actives 0.02% (n = 94,000) | AID 1347070; active = well fitted activation curve with a large enough effect; note: 0% is about no effect
#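 Growth restoration measured by BacTiter-Glo luminescence after 24 hr at 30 deg C; alpha-synuclein yeast, raffinose-pregrown to mid-log, were added at OD600=0.02 in galactose medium onto pinned compounds.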
# * marks the source's active call; other numbers are inactive results; [ ] = dose if it differs, or a comment. Potency is the fitted concentration of half-maximal effect. Some of the compounds tested (hit frequency here may not be typical).
SMILES,aSyn yeast rescue
CCN(CC)C(=O)Oc1ccnc2cc(Cl)ccc12,1%
O=C(NC(Cc1c[nH]c2ccccc12)C(=O)N/N=C/c1cccnc1)c1cccs1 (stereo unspecified),-17%
COc1ccc(CC(=O)Nc2ccccc2C(F)(F)F)cc1S(=O)(=O)N1CCOCC1,-7%
CCc1ccc(-c2nn(CC(=O)NC3CCCCC3)c3c2cnc2ccc(F)cc23)cc1,2%
Cc1ccc(C(=O)N2CCN3C(=O)c4ccccc4C23c2ccccc2)cc1 (stereo unspecified),-8%
NS(=O)(=O)c1cccc(NC(=O)COC(=O)C2CCN(S(=O)(=O)c3cccs3)CC2)c1,1%
COc1ccc(S(=O)(=O)c2cc3cc(C(C)(C)C)cc(O)c3oc2=O)cc1,1%
CCNS(=O)(=O)c1ccc(NC(=O)Nc2ccccc2OC)cc1,3%
Cc1cccc(CNC(=O)Cc2ccc(NC(=O)N3CCCCc4ccccc43)cc2)c1,8%
COc1cccc(NC(=O)Cn2c(=O)n(Cc3ccc(C(=O)NCc4ccc5c(c4)OCO5)cc3)c(=O)c3ccccc32)c1,-1%
Cc1ccc(CNC(=O)c2ccc(-n3c(C)cc4c3CCCC4)cc2)cc1,-8%
C=CCn1c(N)c(C(=O)Nc2ccc(C)cc2)sc1=S,4%
CSc1ccc(CNC(=O)CCn2c(=O)c3cccn3c3ccc(F)cc32)cc1,3%
CCC(=O)NNc1nc2c(F)cc(F)cc2s1,1%
COc1cc(C(=O)Nc2sc3c(c2C#N)CCCC3)c(Br)c(OC)c1OC,-10%
N#CCCN(C(=O)COC(=O)CCc1c[nH]c2ccccc12)c1ccc(F)cc1,-10%
Clc1ccc(-c2ccc(CNCC3CCCO3)o2)cc1 (stereo unspecified),11%
CCNC(=O)C(C)NC(=O)C1=NN(c2ccccc2)C(=O)CC1 (stereo unspecified),-4%
CCc1nc(Nc2ccc(F)c(Cl)c2)c2c3c(sc2n1)CCCC3,-6%
O=c1oc2ccc3ccccc3c2cc1-c1nnc(Nc2ccc(F)cc2)s1,-5%
N#Cc1cc2cc3c(cc2nc1SCC(=O)N1CCCC1)OCCO3,0%
O=C(Cn1cnc2cc([N+](=O)[O-])ccc2c1=O)Nc1cccc(S(=O)(=O)N2CCOCC2)c1,-4%
CCOC(=O)c1ccc(NC(=O)CCc2c(C)nc3c(c(C)nn3C)c2C)cc1,7%
CCOCCCNCc1cc(Cl)cc(Cl)c1OCC,0%

# An excerpt of these results, as tab-separated lines.
Compound	aSyn yeast rescue
COc1ccc(S(=O)(=O)c2cc3cc(C(C)(C)C)cc(O)c3oc2=O)cc1	1%
CCNS(=O)(=O)c1ccc(NC(=O)Nc2ccccc2OC)cc1	3%
Cc1cccc(CNC(=O)Cc2ccc(NC(=O)N3CCCCc4ccccc43)cc2)c1	8%
COc1cccc(NC(=O)Cn2c(=O)n(Cc3ccc(C(=O)NCc4ccc5c(c4)OCO5)cc3)c(=O)c3ccccc32)c1	-1%
Cc1ccc(CNC(=O)c2ccc(-n3c(C)cc4c3CCCC4)cc2)cc1	-8%
C=CCn1c(N)c(C(=O)Nc2ccc(C)cc2)sc1=S	4%
CSc1ccc(CNC(=O)CCn2c(=O)c3cccn3c3ccc(F)cc32)cc1	3%
CCC(=O)NNc1nc2c(F)cc(F)cc2s1	1%
COc1cc(C(=O)Nc2sc3c(c2C#N)CCCC3)c(Br)c(OC)c1OC	-10%
N#CCCN(C(=O)COC(=O)CCc1c[nH]c2ccccc12)c1ccc(F)cc1	-10%
Clc1ccc(-c2ccc(CNCC3CCCO3)o2)cc1 (stereo unspecified)	11%
CCNC(=O)C(C)NC(=O)C1=NN(c2ccccc2)C(=O)CC1 (stereo unspecified)	-4%
CCc1nc(Nc2ccc(F)c(Cl)c2)c2c3c(sc2n1)CCCC3	-6%
O=c1oc2ccc3ccccc3c2cc1-c1nnc(Nc2ccc(F)cc2)s1	-5%
N#Cc1cc2cc3c(cc2nc1SCC(=O)N1CCCC1)OCCO3	0%

# Next part
SMILES,aSyn yeast rescue
CCN(CC)CCCNC(=O)Cn1c(-c2cccs2)cc2cc(Cl)ccc21,7%
COc1ccc([N+](=O)[O-])cc1NC(=O)C(C)Sc1nc(-c2ccccc2)cs1 (stereo unspecified),-2%
CCCn1ccc2c(OCC(=O)Nc3ccccc3C(=O)OCC)cccc2c1=O,1%
COc1ccc(-c2nc3c4ccccc4n(CC(=O)Nc4ccc(C(C)=O)cc4)c(=O)n3n2)cc1,-7%
COc1ccc(N2CC(NC(=O)COc3cccc(C)c3)CC2=O)cc1OC (stereo unspecified),-5%
CCNC(=O)c1cc(S(=O)(=O)N(C)C)c(Cl)cc1Cl,1%
COc1ccc(-c2cc(-c3ccccc3)nc(SCC(=O)CC(=O)OC(C)C)c2C#N)cc1,4%
C[C@@H]1CN([C@@H](C)CO)C(=O)CCCn2nncc2CO[C@H]1CN(C)C(=O)Nc1ccc(-c2cccs2)cc1,-4%
CCCOc1ccc(Nc2nc(SC)ncc2C(=O)OCC)cc1,4%
O=C(CSc1nnc(N2CCCC2)n1-c1cccc(Cl)c1)N1CCN(c2ccccn2)CC1,13%
COc1ccc([C@H]2C[C@@H](n3cc(C4CC4)nn3)[C@H](O)CN2CC2CCCCC2)cc1,9%
COc1ccc(S(=O)(=O)N2CCOCC2)cc1NC(=O)CSc1nnc2c(n1)[nH]c1ccccc12,-7%
CC(=O)c1ccc(NC(=O)C2CCN(S(=O)(=O)c3ccc4[nH]c5c(c4c3)CCCCC5)CC2)cc1,1%
CC(NC(=O)CCC(=O)c1cccs1)c1ccccc1 (stereo unspecified),-3%
Cc1cc(C)cc(NC(=O)CCCn2nc(C)c3c(C)n(-c4ccccc4)nc3c2=O)c1,1%
CCC(Sc1nc2n[nH]c(C)c2c(=N)n1-c1ccccc1Cl)C(=O)N(CC)CC (stereo unspecified),2%
COC(=O)c1c(C)oc(C)c1S(=O)(=O)N(C)C1CCCCC1,6%
c1ccc(-c2nnc(SCc3ccncc3)o2)cc1,-7%
CCOC(=O)c1ccccc1NC(=O)C1=COCCO1,-6%
CCOc1ccc(S(=O)(=O)N(CC(=O)NCc2cccnc2)c2ccc(F)cc2)cc1,0%
S=C(Nc1ccccc1)Nc1nccs1,-14%
CNc1c([N+](=O)[O-])cnn1-c1ccccn1,-5%
CCOc1ccc(NC(=O)Cn2cc(C(=O)c3ccc(CC)cc3)c(=O)c3cc4c(cc32)OCO4)cc1,-7%
O=C(Cn1cnc2c(nnn2Cc2ccccc2)c1=O)NCc1ccco1,6%
CC(Sc1oc(-c2ccco2)nc1S(=O)(=O)c1ccc(Br)cc1)c1ccccc1 (stereo unspecified),-52%[inhibitor]
C=CCNC(=O)C(=O)Nc1ccc2c(c1)N(S(=O)(=O)c1cccs1)CCC2,1%
CC(C)N(Cc1nccn1C)C(=O)C1CCC(=O)N(CCc2ccccc2)C1 (stereo unspecified),9%
COc1ccccc1NC(=O)N1CC(=O)Nc2sc3c(c2C1c1ccccc1)CCCC3 (stereo unspecified),-12%
O=C(OCn1nnc2ccccc2c1=O)c1ccc(F)c(S(=O)(=O)N2CCOCC2)c1,4%
CCOc1ccccc1NC(=O)c1c(NCc2ccc(C)o2)sc2c1CCC(C)C2 (stereo unspecified),-5%
CCc1ccc(CNC(=O)CN2C(=O)c3cccnc3Oc3ccc(Cl)cc32)cc1,-11%
CCOc1ccc(NC(=S)N2CCC(NC(=O)c3ccccc3C)CC2)cc1,11%
CCN1CCN(CCCNC(=O)c2cc3c(=O)n(CC)c4ccccc4c3s2)CC1,-6%
CCOC(=O)c1c(-c2ccccc2)csc1NC(=O)c1cc(=O)c2ccc(C)cc2o1,-7%
Nc1n[nH]c(N)c1N=Nc1ccccc1F,-1%
CN(C)S(=O)(=O)c1ccc(C(=O)Nc2nnc(SCC(=O)N3CCOCC3)s2)cc1,0%
Cc1cccc(C(=O)Nc2ccc(N3CCN(c4ccc(F)cc4)CC3)c(C(=O)O)c2)c1,-2%
COc1ccccc1C(=Cc1ccc([N+](=O)[O-])cc1)C(=O)O,-3%
CCOc1ccc(-n2c(SCC(=O)Nc3nccs3)nc3c(c2=O)SCC3)cc1,7%
O=C(O)CN1C(=O)/C(=C\c2ccccc2OCc2ccccc2)SC1=S,-43%[inhibitor]
COc1cccc(-c2cc(C(=O)Nc3ccc(Br)c(C)c3)[nH]n2)c1,-1%
COc1ccc(NC(=O)N(C)C[C@@H]2OCc3cnnn3CCCC(=O)N([C@H](C)CO)C[C@@H]2C)cc1,-13%
O=C(COC(=O)c1cc(=O)c2ccccc2o1)NCc1ccccc1,-42%[inhibitor]
COc1ccc(-c2nc3nc(C)cc(Nc4ccc(C(C)=O)cc4)n3n2)cc1,-5%
CC(=O)c1c(C)[nH]c(C(=O)OCC(=O)NC(C)c2ccccc2)c1C (stereo unspecified),-8%
CCOc1ccccc1C(=O)Nc1ccc(S(=O)(=O)N2CCCCC2c2cccnc2)cc1 (stereo unspecified),-3%
CCOC(=O)Cc1ccc(NC(=O)Nc2c[nH]c(=O)[nH]c2=O)cc1,-4%
CCCOc1cccc(NC(=O)c2c(-c3ccccc3Cl)noc2C)c1,15%
CNC(=S)N1CCc2cc(OC)c(OC)cc2C1,3%
CCOc1ccc(S(=O)(=O)Nc2ccccc2C(=O)N2CCOCC2)cc1,6%
CC(C)CC(=O)Nc1ccc2nc(SCC(=O)N3CCOCC3)sc2c1,-2%
CCN1CCN(C(=O)c2cnn(-c3ccc(F)cc3F)c2C2CCN(C(=O)OC(C)(C)C)CC2)CC1,7%
OCCC1CN(Cc2ccn[nH]2)CCN1Cc1ccc(F)c(F)c1 (stereo unspecified),4%
COc1ccc2cc(Br)ccc2c1CC(=O)NC(C)C,-5%
COc1ccc(N2CCN(C(CNC(=O)OCc3ccccc3)c3ccco3)CC2)cc1 (stereo unspecified),-1%
Cc1ccc(Cn2c(=O)n(CCCCC(=O)NCc3ccccc3Cl)c(=O)c3ccccc32)cc1,-7%
Cc1nn(Cc2c(F)cccc2Cl)c(C)c1[N+](=O)[O-],14%
Cc1ccc(N2CCN(S(=O)(=O)c3c(C)[nH]c(=O)[nH]c3=O)CC2C)cc1 (stereo unspecified),-1%
CSCCC(NC(=O)COc1ccccc1)C(=O)NCC(C)(C)N1CCOCC1 (stereo unspecified),-1%
CCOc1ccc(NC(=O)C2CCC(CNS(=O)(=O)c3ccc4c(c3)CCCC(=O)N4)CC2)cc1 (stereo unspecified),1%

# Going on with the list.
SMILES,aSyn yeast rescue
CCOC(=O)c1c(C)[nH]c(C)c1S(=O)(=O)N1CCCC(C(=O)Nc2cccc(C)n2)C1 (stereo unspecified),-1%
CCOc1ccc(OCC)c(NC(=O)c2cc(CN3CCOCC3)on2)c1,8%
COc1cccc(CNC(=O)CSc2n[nH]c(-c3ccccc3Cl)n2)c1,-3%
Cc1ccccc1-c1noc(-c2cccnc2N2CCN(c3ccccc3)CC2)n1,6%
CCOC(=O)c1ccc(NC(=S)N2CCCC2c2ccc(OC)c(OC)c2)cc1 (stereo unspecified),6%
NC(=O)c1nn(-c2ccccc2)nc1NC(=O)CSc1nnnn1-c1ccc(Cl)cc1,0%
O=C(CSc1nc(-c2ccccc2)nc2c1CCCC2)c1ccc(Cl)cc1,3%
Cc1ccc(-c2c3c(=O)n(C)c(=O)n(C)c3c3c(-c4cccc(C)c4)nc4ccccc4n23)cc1,-9%
O=c1oc2ccc(Br)cc2cc1-c1csc(-c2ccccc2)n1,-3%
COc1cc(C(C2=C(O)CC(C)(C)CC2=O)C2C(=O)CC(C)(C)CC2=O)cc(OC)c1OC (stereo unspecified),7%
Clc1cccc(N2CCN(c3ncnc4c3nc3n4CCCCC3)CC2)c1,2%
CSc1ccccc1C(=O)NCC(c1ccco1)N1CCCCC1 (stereo unspecified),-2%
Cc1ccc(-c2nc3ncccc3o2)cc1NC(=O)c1ccc(-c2ccc(Cl)cc2)o1,4%
COc1ccc(-c2cccc(NS(=O)(=O)c3cccs3)c2)nn1,-7%
CCc1ccc(NCc2cc3cc4c(cc3n(CC(=O)Nc3cccc(OC)c3)c2=O)OCO4)cc1,9%
COc1ccc(O)c(C(=O)c2cnc3c(c2)c(C)nn3CCO)c1,-5%
CCN(CC)CCCN(Cc1cc2cc3c(cc2[nH]c1=O)OCO3)C(=S)Nc1ccc(OC)cc1,-6%
CCCCC(=O)Nc1ccc(Cl)cc1F,5%
COc1ccc(-n2c(=O)c3c4c(sc3n(Cc3cc(=O)n5c(C)cccc5n3)c2=O)CCC4)c(OC)c1,4%
COc1cc(OC)c(OC)cc1/C=C1\Oc2cc(OCC(=O)N3Cc4ccccc4C[C@H]3C(=O)O)ccc2C1=O,-1%
CCC(=O)N1c2ccccc2CC1C(=O)NCCc1ccccc1 (stereo unspecified),-5%
Cc1c(Cc2ccc3c(c2)OCO3)sc(NC(=O)C(C)(C)C)c1C#N,6%
COc1ccc(S(=O)(=O)NCC(c2ccc(C)cc2)N2CCN(C)CC2)cc1 (stereo unspecified),-11%
CCCNC(=O)CS(=O)(=O)Cc1nc(-c2cccc(OC)c2)oc1C,-1%
O=C(Nc1ccc(F)cc1F)c1ccc2c(O)c(S(=O)(=O)c3ccc(Cl)cc3)c(=O)[nH]c2c1,5%
CCC(C)c1ccc(OCC(=O)Nc2cccc(-c3nc4ncccc4o3)c2)cc1 (stereo unspecified),-35%[inhibitor]
COc1ccccc1CNC(=O)COC(=O)c1c[nH]c2ccccc12,0%
Cc1c2cnn(CC(=O)N3CCN(c4ccc(F)cc4)CC3)c(=O)c2c(C)n1Cc1ccccc1F,-4%
CN1CCC(=NNC(=O)C(=O)Nc2ccc(F)cc2)CC1,-12%

# Screens: PubChem, National Center for Advancing Translational Sciences (NCATS)
